FEN1 inh = qHTS Assay for the Inhibitors of Human Flap endonuclease 1 (FEN1); AID 588795, 2011; 390,000 compounds, 0.35% hits; Recombinant FEN1 flap cleavage, fluorescence, 15 min; Potency, µM (highest dose often 114 µM), without a hit: at the top dose activity change, negative = inhibition, hits mostly inhibitors; P39748; also: nearly all actives have a fitted effect of over 65% in size
Target sequence (P39748 whole entry, looked up): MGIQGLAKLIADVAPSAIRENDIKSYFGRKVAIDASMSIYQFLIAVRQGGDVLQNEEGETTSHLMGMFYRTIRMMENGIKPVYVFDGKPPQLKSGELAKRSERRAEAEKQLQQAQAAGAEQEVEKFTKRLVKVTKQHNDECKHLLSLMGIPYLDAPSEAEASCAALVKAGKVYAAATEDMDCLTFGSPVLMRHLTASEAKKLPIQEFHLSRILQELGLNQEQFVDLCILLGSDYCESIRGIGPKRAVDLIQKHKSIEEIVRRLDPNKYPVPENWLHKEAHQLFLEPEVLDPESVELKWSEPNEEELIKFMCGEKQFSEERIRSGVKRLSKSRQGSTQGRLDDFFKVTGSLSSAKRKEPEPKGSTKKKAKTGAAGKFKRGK
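Nuclease activity of 10 nM FEN1 was measured after 15 min of room-temperature exposure to titrated compounds, by adding 50 nM flap substrate and reading plates at 0 and 15 min.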
N370S GC = qHTS Assay for Inhibitors and Activators of N370S glucocerebrosidase as a Potential Chaperone Treatment of Gaucher Disease | N370S GC spleen homogenate, 4MU-glucoside fluorescence | AID 2101, 2009 | 330,000 compounds, 0.092% hits | Potency, µM (top dose mostly 59.4 µM), without a hit: at the top dose activity change, negative = inhibition, actives largely listed as inhibitors | Lysosomal acid glucosylceramidase (Homo sapiens), P04062;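 also: 0% = full enzyme activity and -100% = no enzyme basal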
TDP1 block = qHTS Assay for Inhibitors of Tyrosyl-DNA Phosphodiesterase (TDP1); AID 485290, 2010; 350,000 compounds, 0.28% hits; Tyrosyl-DNA phosphodiesterase 1 (Homo sapiens), Q9NUW8; Potency, µM (highest dose often 130 µM), for inactives: at the top dose activity change, negative = inhibition, most hits filed as inhibitors; recombinant TDP1, AlphaScreen DNA substrate cleavage; also: nearly all actives have a fitted effect of over 40% in size
Target sequence (Q9NUW8 whole entry, looked up): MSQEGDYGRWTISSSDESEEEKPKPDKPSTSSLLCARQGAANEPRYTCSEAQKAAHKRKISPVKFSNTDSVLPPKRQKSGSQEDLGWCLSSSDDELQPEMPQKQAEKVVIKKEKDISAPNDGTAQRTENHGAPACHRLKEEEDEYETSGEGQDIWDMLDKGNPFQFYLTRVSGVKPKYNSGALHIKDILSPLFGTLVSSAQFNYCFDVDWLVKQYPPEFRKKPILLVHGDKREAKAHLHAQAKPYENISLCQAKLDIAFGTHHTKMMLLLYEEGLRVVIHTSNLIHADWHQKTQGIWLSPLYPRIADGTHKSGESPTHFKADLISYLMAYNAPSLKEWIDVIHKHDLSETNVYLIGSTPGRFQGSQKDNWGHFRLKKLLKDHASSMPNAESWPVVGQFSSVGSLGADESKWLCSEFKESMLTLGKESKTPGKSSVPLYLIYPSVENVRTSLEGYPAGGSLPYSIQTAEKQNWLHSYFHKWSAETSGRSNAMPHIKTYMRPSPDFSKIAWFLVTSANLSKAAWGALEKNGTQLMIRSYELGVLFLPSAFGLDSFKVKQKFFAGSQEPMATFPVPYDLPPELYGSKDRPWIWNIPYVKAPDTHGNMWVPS
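Here, a 5' biotin and 3' phosphotyrosine-FITC DNA oligonucleotide reports Tdp1 activity: intact substrate bridges AlphaScreen beads, while cleavage leaves a 3' phosphate and drops signal. All incubations at room temperature.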
An asterisk follows results filed as active; u = inconclusive; x = not tested or not shown; & = joins results of further samples; [ ] = dose if it differs, or a comment. Calls follow the shape of the dose curve; as a rule, active = well fitted curve in the direction sought with a large enough effect; inconclusive = small, poorly fitted or top-dose-only effect, or another doubt; inactive = no such curve, though single readings can be large; an effect the other way counts as inactive or inconclusive. Unless noted, % is scaled to controls: 0 for no effect and ±100 for the full control effect; potency is read from the fitted curve at half-maximal effect.

SMILES	FEN1 inh	N370S GC	TDP1 block
CCOCCCN1C(=O)C(=O)N(CC(=O)N2c3ccccc3NC(=O)CC2C)C1=O (stereo unspecified)	4%	x	-3%[56.1 µM]
COc1cc([C@H]2c3cc4c(cc3[C@@H](O)[C@@H]3COC(=O)[C@H]23)OCO4)cc(OC)c1OC	x	-8%[21.6 µM]	11%[21 µM]
CC(=O)Nc1cccc(CNCc2cccc(NC(C)=O)c2)c1	15%	-12%	-5%
CC(C)(CO)NCc1cccs1	48%	5%	0%
O=C(O)c1[nH]c2ccc(Cl)cc2c1CCN1C(=O)c2ccccc2C1=O	-15%	2%	3%
Cc1ccc(C(=O)Oc2ccc(-c3nccc(-c4ccccn4)n3)cc2)cc1	-5%	8%	3%
CCOC(=O)N1CCN(C(=O)COC(=O)c2ccc([N+](=O)[O-])cc2Cl)CC1	-2%	-11%	-6%
CN(C)c1ccccc1C(=O)c1ccccc1N(C)C	-18%	u	8%
CN(C)c1ccc(NC(=O)CN2CCC(N3CCCCC3)CC2)cc1	-1%	11%	-4%
Oc1ccc(CNc2ccccc2O)cc1	-17%	u	4%
Cc1ccccc1-c1nnn(CC(=O)N2CCN(S(=O)(=O)c3ccc(Cl)cc3)CC2)n1	-3%	x	1%
CC(C)CN1CCC(=O)N(CCC#N)CC1	15%&-3%	-6%	x
COc1ccc(C(=O)NC2CC3CCCC(C2)N3CC(C)C)cc1 (stereo unspecified)	19%	-13%	3%
COC(=O)Cn1c(=NC(=O)C(C)C)sc2c(C)cc(C)cc21	15%	14%	-4%
Cc1ccc(F)cc1NC(=O)CN1CCN(c2ccccn2)CC1	-1%	-14%	1%
Cc1cccc(C)c1NC(=O)CNC(=O)Cc1ccc(Br)cc1	15%	-6%	3%
CCOc1ccc(Nc2nc(Cl)nc(N3CCN(c4ccc(OC)cc4)CC3)n2)cc1	-12%	7%	8%
CCC(=O)N1CCCc2cc(S(=O)(=O)N3CCCc4ccccc43)ccc21	-18%	16%	4%
Cc1cc([N+](=O)[O-])ccc1NC(=O)c1cc2ccccc2o1	-4%	0%	x
COc1ccc(N2CCN(c3nc(C)c(C)c(=O)[nH]3)CC2)cc1	4%	-5%	x

Compound profiles, as listed above. Values in the order: FEN1 inh	N370S GC	TDP1 block
`Cc1ccc(C(=O)Oc2ccc(-c3nccc(-c4ccccn4)n3)cc2)cc1` across the screens: -5%	8%	3%
`Cc1cccc(C)c1NC(=O)CNC(=O)Cc1ccc(Br)cc1` across the screens: 15%	-6%	3%

Next section:
SMILES	FEN1 inh	N370S GC	TDP1 block
COc1ccc(-c2c(-c3ccc(OC)c(F)c3)c3ccccc3n2C)cc1	0%	x	5%
COc1ccc(NC(=O)CCCNC(=O)Cn2cnc3sc4c(c3c2=O)CCCC4)cc1OC	-3%	-6%	5%
COc1ccc(-n2c(N)cc(=O)[nH]c2=O)cc1	-1%	11%	x
COc1ccc(CCNC(=O)CN2C(=O)NC(c3ccccc3)(c3ccccc3)C2=O)cc1	-22%	x	1%
CC1=NN(C(C#N)c2ccc(F)cc2)C(c2ccccc2)C1 (stereo unspecified)	-5%	-5%	5%
Cc1cc(C(=O)COC(=O)c2n[nH]c(=O)c3ccccc23)c(C)n1C(C)C	9%	x	4%
O=C(Cc1ccccc1)N1CCN(C(=O)c2ccc([N+](=O)[O-])cc2)CC1	7%	2%	-3%
Cc1cc(C)c(/C=C(\C#N)S(=O)(=O)c2ccccc2)[nH]1	4%	2%	3%
Nc1c(C(=O)c2ccccc2)sc2nsc(SCCN3CCCC3)c12	-34%	-18%	5%
CS(=O)(=O)N(CC(=O)N1CCCC1)c1cccc(Cl)c1Cl	-8%	5%	4%
CCOc1ccc(C(C(=O)NCC2CCCO2)N(C(=O)c2snc(C(N)=O)c2N)c2ccc(F)cc2)cc1 (stereo unspecified)	-20%	u	x
O=C(CSc1nc2cc(Cl)ccc2s1)NCc1ccc2c(c1)OCO2	-3%	2%	-2%
C/C(=N\NC(=S)Nc1cc(S(=O)(=O)N2CCOCC2)ccc1Cl)c1ccccc1F	-1%	-7%	9%
CC(C)(C)Nc1ncnc2sc(-c3ccccc3)cc12	2%	12%	x
COc1cccc(N2CCN(c3ncnc4c3[nH]c3ccccc34)CC2C)c1 (stereo unspecified)	x	9%	14%[56.1 µM]
Cc1ccc(C)c(S(=O)(=O)Nc2ccc(C(=O)NCCCN3CCOCC3)cc2)c1	2%	-3%	-2%
O=[N+]([O-])c1cc(CN2CCCC2)c2cccnc2c1O	40µM*	-18%	3.5µM*
Cc1ccnn1CC(=O)N/N=C/c1ccco1	-5%	10%	6%
CCOC(=O)c1sc(Nc2nc(C)cc(OC)n2)nc1C	-9%	-15%	6%
Cc1nn(-c2cc(C(F)(F)F)ccn2)c(=O)o1	-13%	-7%	6%

3 entries from above, bar-delimited:
Molecule | FEN1 inh | N370S GC | TDP1 block
Cc1nn(-c2cc(C(F)(F)F)ccn2)c(=O)o1 | -13% | -7% | 6%
CCOC(=O)c1sc(Nc2nc(C)cc(OC)n2)nc1C | -9% | -15% | 6%
COc1ccc(NC(=O)CCCNC(=O)Cn2cnc3sc4c(c3c2=O)CCCC4)cc1OC | -3% | -6% | 5%

More entries.
SMILES	FEN1 inh	N370S GC	TDP1 block
CSCCC(NS(=O)(=O)c1ccc(C)cc1)C(=O)N1CCCCCCC1 (stereo unspecified)	3%	x	2%
CCCCNC(=S)NNC(=O)C12CC3CC(CC(C3)C1)C2	6%	2%	0%
C/C(=N\NC(=O)c1cc(-c2ccc(C)s2)[nH]n1)c1ccncc1	-3%	-2%	5%
CC1CCCCC1NC(=O)C1CCC(CNS(=O)(=O)c2ccc(F)cc2)CC1 (stereo unspecified)	1%	2%	x
Cc1onc(-c2c(F)cccc2Cl)c1-c1nnc(-c2ccc(C(F)(F)F)cc2)o1	-17%	8%	-4%
NS(=O)(=O)c1ccc2nc(NC(=O)C3=COCCO3)sc2c1	-4%	u	1%
O=C(C[n+]1ccc(C(=O)c2ccccc2)cc1)Nc1ccccc1OC(F)F	-4%	x	0%
COc1cccc(/C=C/c2nc(C#N)c(NC3CCCCC3)o2)c1	-4%	x	0%
O=C(C1=C[C@@H](c2ccccc2)C[C@@H](OCCCCO)O1)N1CCN(Cc2ccc3c(c2)OCO3)CC1	-6%	-18%	3%
Nc1ccc(O)cc1C(=O)OCC(=O)c1ccc(C2CCCCC2)cc1	5%	-5%	11%
O=C(Nc1nccs1)c1cc(-c2ccccc2)nc2ccccc12	-14%	-2%	8%
COc1ccc(N2CCN(Cc3nc4c(c(=O)[nH]c(=O)n4C)n3Cc3cccc(Cl)c3)CC2)cc1	-8%	8%	x
O=C(NC1CCCc2ccccc21)C1CCN(S(=O)(=O)c2ccccc2)CC1 (stereo unspecified)	1%	-3%	3%
COc1ccc(C(CNC(=O)COc2ccc(F)cc2Cl)N2CCOCC2)cc1 (stereo unspecified)	-6%	-5%	0%
Cc1noc(C)c1CSCC(=O)N(CC(C)C)c1c(N)n(Cc2ccccc2)c(=O)[nH]c1=O	0%	2%	x
CSCC[C@H](NC(=O)c1cccs1)C(=O)N1CCC2(CC1)NCCc1[nH]cnc12	19%	-4%	3%
CCn1cc(C(=O)NCc2ccc3c(c2)OCO3)c(=O)c2ccc(C)nc21	x	0%	0%
O=C(CSc1ccc(Cl)cc1)Nc1ccc(N2CCN(C(=O)c3ccc(Cl)cc3)CC2)cc1	-6%	-7%	-6%
CCc1ccc(NC(=O)N(Cc2cn(CC)c3ccccc23)C2CCCCC2)cc1	-17%	x	5%
COC(=O)c1sc2nc(-c3ccccc3)nc(N3CCN(C)CC3)c2c1C	-4%	-16%	4%
CCN(CC)CCNc1ncnc2c1[nH]c1ccc(OC)cc12	x	4%	4%
CCCCn1c(NCc2ccccn2)nc2ccccc21	12%	5%	4%
Cc1[nH]ccc(=O)c1Cc1c(Cl)cccc1Cl	6%	2%	x
CCN1/C(=C/C=C/c2oc3ccc4ccccc4c3[n+]2CC)Oc2ccc3ccccc3c21	u	-5%	x
O=C(CSc1nnc(CNC(=O)c2ccccc2)o1)NCc1ccc2c(c1)OCO2	7%	2%	2%
COCCNC(=S)NN(c1ccccc1)c1ccccc1	-5%	8%	0%
Cn1c(SCC(=O)N2CCN(S(=O)(=O)c3ccc(Cl)cc3)CC2)nc2ccccc21	14%	12%	3%
O=C(CCNC(=O)c1ccccc1Cl)NN1C(=O)NC2(CCCCC2)C1=O	1%	-2%	6%
CCc1nnc(NC(=O)CSc2ccc(Cl)cc2)s1	-1%	4%	1%
CCOC(=O)C1=CNS(=O)(=O)NC1CCc1ccccc1 (stereo unspecified)	12%	x	1%[56.1 µM]
COCCCNC(=O)NC(CCC(C)C)c1c(-n2cccc2)sc2c1CCN(C)C2 (stereo unspecified)	9%	x	10%
CCCCOc1ccc(-c2nnn(C(C)(C)C(=O)OC)n2)cc1	-22%	0%	-6%
Cc1cc(=O)nc2c3ccccc3n(C(C)C(=O)NCCC(C)C)n12 (stereo unspecified)	5%	-1%	x
O=[N+]([O-])c1ccccc1S(=O)(=O)N1CCSCC1	-15%	x	0%
COc1ccc(Cl)cc1NS(=O)(=O)c1cccc(C(=O)NCC(c2ccco2)N(C)C)c1 (stereo unspecified)	-6%	-11%	6%
COc1ccc(CC(=O)NCc2ccccc2)cc1	17%	-1%	x
COc1ccc(C)cc1-n1nnnc1SCc1cc(=O)n2cc(C)ccc2n1	-9%	0%	5%
COc1ccccc1Nc1nc(Cl)c(C=O)s1	-1%	2%	-3%
CN(Cc1cccs1)C(=O)Cc1csc(-c2ccccc2)n1	11%	-8%	3%
CC(OC(=O)Cn1cnc2c1c(=O)n(C)c(=O)n2C)C(=O)c1ccccc1 (stereo unspecified)	-1%	-4%	1%
COc1ccc(-c2c3c(=O)n(C)c(=O)n(C)c3c3n2-c2ccccc2NC3c2ccco2)cc1 (stereo unspecified)	-3%	x	9%
CCOC(=O)c1[nH]c(C)c(/C(O)=C2\C(=O)C(=O)N(CCN3CCOCC3)C2c2cccs2)c1C (stereo unspecified)	-1%	-18%	5%
CC1CCN(Cc2ccc(-c3nn[nH]n3)cc2)CC1	4%	3%	2%
O=C1NC(=O)c2cc3ccccc3cc21	-14%	x	-5%
Cc1ccc(C(=O)NCC(=O)OCC(=O)Nc2cccc(S(=O)(=O)N3CCCC3)c2)cc1C	-20%	4%	x
Cc1ccc(S(=O)(=O)c2nc(S(=O)(=O)c3ccccc3)sc2NCCCOC(C)C)cc1	-11%	x	5%
CCC(=O)Nc1cccc(-c2nc3ccccc3o2)c1	8%	8%	0%
CCCNC(=O)C1CN(C(=O)c2nn(Cc3ccccc3)c(=O)c3ccccc23)c2ccccc2O1 (stereo unspecified)	-11%	x	1%
CC(C)CC(C)NC(=O)c1ccc(C(F)(F)F)cc1 (stereo unspecified)	4%	4%	1%
CCN(CC)S(=O)(=O)c1ccc(N2CCOCC2)c(NC(=O)Cc2ccc(Cl)cc2)c1	9%	u	0%
CC(C)Oc1ccc(C2NC(=O)NC2=O)cc1 (stereo unspecified)	-4%	-4%	6%
CC1=CCC(C(=O)O)(C(=O)N/N=C/c2cccs2)C(c2ccc([N+](=O)[O-])cc2)C1 (stereo unspecified)	-9%	u	6%
COc1cc(OC)cc(C(=O)NCC(=O)OCc2cc(=O)oc3cc(OC)ccc23)c1	-8%	0%	-3%
CCCc1ccc(OCCNC(C)=O)cc1	10%	1%[2.35 µM]	0%
Cc1ccc(C)c(-n2cc(CNC(C)Cn3cncn3)c(-c3ccccc3)n2)c1 (stereo unspecified)	-2%	0%	2%
O=C(CCCNC(=O)/C(=C/c1ccc(F)cc1)NC(=O)c1ccccc1)OCc1ccccc1	10%	8%	5%
CCOc1cccc(C(=O)N(Cc2ccc(C(C)C)cc2)C2CCS(=O)(=O)C2)c1 (stereo unspecified)	-7%	x	-2%
CCCc1nnc(NC(=O)CCC(=O)N2CCN(c3ccccc3)CC2)s1	-2%	-2%	5%
CCC(C)NC(=O)C1CCC(CNS(=O)(=O)c2ccc3c(c2)N(C(C)=O)CCO3)CC1 (stereo unspecified)	6%	-1%	3%
CCCCNC(=O)C1CCCN1C(=O)Nc1cccc(OC)c1 (stereo unspecified)	-3%	-6%	3%

5 structures out of the list, arranged by number of heavy atoms, low to high.
SMILES	FEN1 inh	N370S GC	TDP1 block
CC1CCN(Cc2ccc(-c3nn[nH]n3)cc2)CC1	4%	3%	2%
CCCCNC(=O)C1CCCN1C(=O)Nc1cccc(OC)c1 (stereo unspecified)	-3%	-6%	3%
COc1cc(OC)cc(C(=O)NCC(=O)OCc2cc(=O)oc3cc(OC)ccc23)c1	-8%	0%	-3%
Cc1ccc(C(=O)NCC(=O)OCC(=O)Nc2cccc(S(=O)(=O)N3CCCC3)c2)cc1C	-20%	4%	x
O=C(CCCNC(=O)/C(=C/c1ccc(F)cc1)NC(=O)c1ccccc1)OCc1ccccc1	10%	8%	5%

FEN1 inh: entries above that show a hit.
SMILES	FEN1 inh	N370S GC	TDP1 block
O=[N+]([O-])c1cc(CN2CCCC2)c2cccnc2c1O	40µM*	-18%	3.5µM*

High-throughput results from PubChem BioAssay.
